# Screening results: PubChem BioAssay, several laboratories
# Myeloid diff MLP: promotes myeloid progenitor differentiation; calls only at 10 µM; ER-HoxA9 myeloid progenitors, lysozyme-GFP differentiation, flow cytometry; 1% of 360,000 active; AID 624256;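 active = normalized GFP-positive differentiation at or above the plate's own cutoff, the solvent-only control mean plus 3 SD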;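 also: cells exposed to compound for four days before flow analysis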
# PhoP inhibition: PhoP-dependent GFP reporter repression – Salmonella Typhimurium, primary screen (AID 1863) | S. Typhimurium PhoP-regulated promoter GFP reporter, 4 h; higher % means a stronger effect | inhibition, % at 50 µM; hits with a dose series show IC50 in µM | 0.16% of 300,000 active;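 active = inhibition over 29.93%, a cutoff 3 SD above the screen mean, later confirmed by dose response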;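 also: 0% = low Mg2+ inducing control and 100% = high Mg2+ repressing control; strong numbers were not always called active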
# Myeloid diff MLP GFP+ MAC1+ %: second read-out of Myeloid diff MLP, no call of its own (marks repeat the call); GFP+ MAC1+ double positive, %; measured here: differentiation confirmed by MAC1 staining
# Starred values were filed as active, the others as inactive; i = inactive; & = joins results of further samples.
SMILES,Myeloid diff MLP,Myeloid diff MLP GFP+ MAC1+ %,PhoP inhibition
N#CC1(NC(=O)COC(=O)c2cccc(-n3cnnn3)c2)CCCCC1,i,0.7,-2%
Cn1c(CCC(=O)Nc2cc(S(C)(=O)=O)ccc2Cl)nc2cc(S(=O)(=O)N3CCOCC3)ccc21,i,1.5,11%
CCOC(=O)C[C@H]1c2ccccc2S(=O)(=O)N1c1ccccc1,i,1.3,6%
Nc1nccnc1C(=O)OCC(=O)N1CCN(S(=O)(=O)c2ccc(Cl)cc2)CC1,i,0.7,-4%
CCN(CC)CCCn1c2c(c(SCC(=O)Nc3nccs3)nc1=O)CCC2,i,1.1,-7%
Cc1ccc(OCCC(=O)OCC(=O)NNC(=O)c2ccccc2)cc1,i,0.8,-2%
CC(=O)Nc1ccc(S(=O)(=O)N(C)CC(=O)Nc2ccccc2N2CCCC2)cc1,i,0.9,-2%
O=C(Nc1nc(-c2cc(F)ccc2F)cs1)C1=COCCO1,i,1.2,5%
O=C(Nc1ccncc1)C1CCN(S(=O)(=O)c2c(Cl)cccc2Cl)CC1,i,0.2,-12%
O=C(COc1ccccc1)Nc1cccc(-c2ccc(N3CCOCC3)nn2)c1,i,0.3,12%
O=C(C1CCC1)N1CCN(S(=O)(=O)c2ccccc2)CC1,i,0.3,-4%
CC(OC(=O)CNC(=O)c1cccc(F)c1)C(=O)NC1CCCCC1C (stereo not given),i,0.7,-4%
Cc1cc(C)cc(Oc2ccc(S(=O)(=O)N3CCN(C)CC3)cn2)c1,i,0.3,-1%
CCCCCN(C(=O)CCC(=O)OCc1cccc(C)c1)c1c(N)n(CCCC)c(=O)[nH]c1=O,i,1.0,11%
CN(C(=O)Cn1cc(C(F)(F)F)cc(Cl)c1=O)C1CCS(=O)(=O)C1 (stereo not given),i,0.1,-2%
COC(=O)c1ccc(COC(=O)C2CCN(S(=O)(=O)c3c(Cl)cccc3Cl)CC2)o1,i,0.8,1%
Cc1ccc(S(=O)(=O)N2[C@@H](c3ccccc3)C(C(=O)O)=CC[C@H]2c2cccc(Cl)c2)cc1,i,0.8,-6%
COc1ccc(OC)c(NC(=O)CSc2nnc3ccc(-c4ccccn4)nn23)c1,i,0.6,-6%
Cc1ncc(CO)c(/C=N/NC(=O)c2cccc(S(=O)(=O)N3CCCC3)c2)c1O,i,1.3,-4%
C=CCN1C(=O)c2ccc(C(=O)N(CCOC)c3c(N)n(CCCC)c(=O)[nH]c3=O)cc2C1=O,i,1.2,-8%
Cc1ccc(C(=O)OC(C)C(=O)Nc2ccc(S(N)(=O)=O)cc2)cc1S(=O)(=O)N1CCOCC1 (stereo not given),i,0.5,9%
CC1CCCCN1C(=O)COC(=O)CNC(=O)c1ccc(Cl)cc1Cl (stereo not given),i,0.5,-4%
CCCCNc1c(-c2cccc(SC3CCCCC3)c2)nc2ccc(Cl)cn12,i,1.6&1.4,14%
COc1ccc(S(=O)(=O)N2CCCCCC2)cc1C(=O)N(C)CCOc1ccc(Cl)cc1,i,0.5,6%
CC(=O)c1ccc(S(=O)(=O)N2CCN(C(=O)c3ccccc3Cc3ccccc3)CC2)cc1,i,0.5,2%
Cc1ccc(CN2CC(C(=O)N3CCN(S(=O)(=O)c4cc(C)ccc4C)CC3)CC2=O)cc1 (stereo not given),i,0.7,-7%
CC(NC(=O)c1cccc(S(=O)(=O)N2CCN(C)CC2)c1)c1ccc(Cl)cc1Cl (stereo not given),i,0.3,0%
CN(Cc1ccc(OC(F)F)cc1)C(=O)c1ccc2c(=O)n3c(nc2c1)CCC3,i,0.6,8%
CC(=O)Nc1ccc(S(=O)(=O)N(C)CC(=O)OCC(=O)N2CC(C)OC(C)C2)cc1 (stereo not given),i,1.2,-8%
CCCCOc1ccc(C(=O)NCC(=O)NCC(c2ccco2)N2CCCCC2)cc1 (stereo not given),i,0.6,-8%
CC(=O)Nc1ccc(S(=O)(=O)NCCC(=O)Nc2ncccc2C)cc1,i,0.6,-2%
Cc1cc(C)cc(N(CCC#N)C(=O)CSc2n[nH]c(N)n2)c1,i,1.0,2%
O=[N+]([O-])c1ccc(F)cc1OCc1cccc(S(=O)(=O)N2CCOCC2)c1,i,0.3,7%
Cc1cc(C(=O)NNC(=O)CN2C(=O)NC(C)(c3ccccc3)C2=O)c(C)o1 (stereo not given),i,0.8,-6%
Cc1ccc(C(=O)OCC(=O)Nc2ccc3[nH]c(=O)[nH]c3c2)cc1S(=O)(=O)N1CCOCC1,i,0.3,7%
CCc1noc(C)c1C(=O)Nc1ccc(C#N)cc1,i,0.4,-2%
COc1cc(NC(=O)C2CSC3(C)CCC(=O)N23)c(OC)cc1Cl (stereo not given),i,0.8,0%
CC(OC(=O)c1cccc(S(=O)(=O)N2CCCC2)c1)C(=O)NC1CCCCC1C (stereo not given),i,0.5,-6%
CN(Cc1ccc(F)cc1)C(=O)c1cccc(S(=O)(=O)NCc2ccccc2)c1,i,1.7,6%
Cc1cccc(NC(=O)CSCC(=O)Nc2cccc3ncccc23)c1,i,0.8,-14%
CC(=O)Nc1ccc(NC(=O)COC(=O)CCCc2c[nH]c3ccccc23)cc1,i,0.3,-13%
O=C(Cn1ccc(C(F)(F)F)n1)Nc1ccc(S(=O)(=O)NCc2ccco2)cc1,i,0.6,-5%
Cc1ccc(S(=O)(=O)CCC(=O)OCC(=O)c2cc(C)ccc2C)cc1,i,0.7,-1%
COc1ccccc1C(=O)COC(=O)CCN=C1NS(=O)(=O)c2ccccc21,i,0.4,-5%
Cc1cc(NC(=O)CSc2nc(=O)n3cc(Cl)ccc3n2)no1,i,0.7,-4%
N#Cc1ccc(OCC(=O)OCC(=O)Nc2ccc(N3CCOCC3)cc2)cc1,i,1.2,7%
O=C(NCCS(=O)(=O)NC1CCCCC1)c1ccc2c(c1)OCO2,i,0.5,-4%
CC(OC(=O)CCc1ccccc1)C(=O)Nc1ccc(Cl)cn1 (stereo not given),i,0.7,11%
CC1Oc2cc3oc4c(O)c(O)ccc4c(=O)c3c(O)c2C1(C)C (stereo not given),i,2.6,-7%
O=C(COC(=O)/C=C/c1ccc(OC(F)F)cc1)Nc1cccc(S(=O)(=O)N2CCCC2)c1,i,0.8,3%

# Given as tab-separated lines: entries from further up.
structure	Myeloid diff MLP	Myeloid diff MLP GFP+ MAC1+ %	PhoP inhibition
Cc1ccc(S(=O)(=O)CCC(=O)OCC(=O)c2cc(C)ccc2C)cc1	i	0.7	-1%
O=C(NCCS(=O)(=O)NC1CCCCC1)c1ccc2c(c1)OCO2	i	0.5	-4%
CC(OC(=O)CCc1ccccc1)C(=O)Nc1ccc(Cl)cn1 (stereo not given)	i	0.7	11%

# (next part)
SMILES,Myeloid diff MLP,Myeloid diff MLP GFP+ MAC1+ %,PhoP inhibition
C=CCOC(=O)C1=C[C@@H](c2coc3ccccc3c2=O)C[C@@H](OCCCCO)O1,i,3.4,-12%
Cc1cc(NC(=O)C(C)SCC(=O)Nc2ccccc2C(C)(C)C)no1 (stereo not given),i,0.4,-6%
CC(C)Oc1ccc(S(=O)(=O)N2CCCCC2)cc1NC(=O)C1CSC2(C)CCC(=O)N12 (stereo not given),i,0.5,1%
O=C(NNC(=O)c1csc(N2CCOCC2)n1)c1cccnc1,i,0.6,-1%
CCN(C1CCS(=O)(=O)C1)S(=O)(=O)c1cc(C)ccc1C (stereo not given),i,2.1,-5%
Cc1onc(-c2ccccc2)c1C(=O)OCC(=O)N1CCN(c2ccccc2)CC1,i,0.5,-4%
O=C(OCC(=O)N1CCN(c2ccccc2)CC1)c1ccccc1NCCO,i,0.4,-1%
CC1CCN(C(=O)CSc2nnc3ccc(-c4cccnc4)nn23)CC1,i,0.8,-13%
COc1cccc(NC(=O)c2c(F)cccc2F)c1,i,6.2,-1%
COc1cccc(CNC(=O)c2cccc(S(=O)(=O)N3CCN(c4ccc(F)cc4)CC3)c2)c1,i,1.4,-6%
CN(C)S(=O)(=O)c1ccc(C(=O)NCC(c2cccs2)N2CCOCC2)cc1 (stereo not given),i,1.6,3%
C[C@@]12C(=O)N(c3cccc(F)c3)C(=O)N1[C@H](c1ccc(Cl)cc1)[C@@H]1C(=O)N(C3CCCCC3)C(=O)[C@@H]12,i,0.7,7%
O=C(NCC1CCCN1S(=O)(=O)c1ccccc1)C(=O)NC1CC1 (stereo not given),i,1.2,3%
N=c1c(S(=O)(=O)c2ccccc2)cc2c(=O)n3ccccc3nc2n1Cc1cccnc1,i,1.2,-20%
Cc1ccc(C)c(OCCC(=O)NNC(=O)c2ccccc2)c1,i,0.2,-3%
CNC(=O)c1ccsc1NC(=O)CS(=O)(=O)c1ccccc1,i,0.8,-3%
O=C(NNC(=O)c1ccccc1O)c1ccc(NS(=O)(=O)c2ccc(F)c(F)c2)cc1,i,0.6,-2%
O=C(Nc1ncccc1O)c1ccc(S(=O)(=O)N2CCCCCC2)cc1,i,0.2,2%
CSCCC(NC(=O)c1ccc(Cl)cc1)C(=O)OCC(=O)N1CCCC1=O (stereo not given),i,0.5,6%
CCCCNC(=O)COn1nnc2ccc(S(=O)(=O)N3CCOCC3)cc21,i,0.3,2%
OC1(c2ccc(Cl)cc2)CCN(Cc2c[nH]c3ccccc23)CC1,i,6.3,-1%
O=C(Oc1ccccc1Cl)C1CCN(C(=O)c2ccc(F)cc2)CC1,i,0.5,-4%
COc1ccc(S(=O)(=O)NC2CC(=O)N(c3cccc(F)c3)C2)cc1OC (stereo not given),i,0.3,2%
CC(=O)c1ccc(S(=O)(=O)NC2CC(=O)N(c3cccc(F)c3)C2)cc1 (stereo not given),i,0.4,1%
CN(C(=O)COC(=O)Cc1c(Cl)cccc1Cl)c1c(N)n(Cc2ccccc2)c(=O)[nH]c1=O,i,1.0,-5%
Cc1ccc(OCCNC(=O)CCNS(=O)(=O)c2ccc(Br)cc2)cc1,i,1.5,-4%
CCOc1cc(N2CCOCC2)c(OCC)cc1NC(=O)COC(=O)/C=C/c1ccc(OC(F)F)cc1,i,0.8,-3%
CCc1ccc(NC(=O)CCc2nc3sc4c(c3c(=O)[nH]2)CCCC4)cc1,i,0.9,0%
CN(CC(=O)Nc1ccc(Cl)c(Cl)c1)C(=O)CN1C(=O)NC2(CCCC2)C1=O,i,1.0,-6%
COc1ccc(Cc2nnc(SCC(=O)Nc3cc(Cl)ccc3C)[nH]c2=O)cc1,i,1.0,6%
Cc1ccc(SCC(=O)OCC(=O)NCC2CCCCC2)cc1C,i,1.4,-9%
Cc1nn(CC(=O)NC(=O)NC2CCCCC2C)c(=O)c(C#N)c1C (stereo not given),i,0.5,1%
COc1ccc(C(=O)NCCn2cc(SCC(=O)Nc3nnc(C)s3)c3ccccc32)cc1,i,2.5,-4%
FC(F)(F)c1ccccc1-n1ccnc1,i,3.3,-10%
CCc1ccc(NC(=O)C(=O)NCC2CCCN2S(=O)(=O)c2cccs2)cc1 (stereo not given),i,0.3,-1%
CC(=O)NC(CC(=O)OCC(=O)c1c(N)n(CC(C)C)c(=O)n(C)c1=O)c1ccccc1 (stereo not given),i,0.3,-2%
CCN(CC)c1ccc(S(=O)(=O)N2CCOCC2)cc1NC(=O)CSc1ccccc1,i,0.3,1%
O=C(CCN1C(=O)c2ccccc2S1(=O)=O)N1CCN(c2ccccc2F)CC1,i,1.9,-9%
CC(C)C[C@@]12C(=O)N(c3cccc(F)c3)C(=O)N1[C@H](c1ccc(Cl)cc1)[C@@H]1C(=O)N(C3CCCCC3)C(=O)[C@@H]12,i,2.1,0%
Fc1ccc(N2CCN(c3ncnc4c3nnn4Cc3ccccc3Cl)CC2)cc1,i,0.4,4%

# Given with each value named: 2 of the compounds above.
CCN(CC)c1ccc(S(=O)(=O)N2CCOCC2)cc1NC(=O)CSc1ccccc1
  Myeloid diff MLP: i	Myeloid diff MLP GFP+ MAC1+ %: 0.3	PhoP inhibition: 1%
O=C(CCN1C(=O)c2ccccc2S1(=O)=O)N1CCN(c2ccccc2F)CC1
  Myeloid diff MLP: i	Myeloid diff MLP GFP+ MAC1+ %: 1.9	PhoP inhibition: -9%

# The results go on:
SMILES,Myeloid diff MLP,Myeloid diff MLP GFP+ MAC1+ %,PhoP inhibition
O=C(NCC(c1cccs1)N1CCOCC1)c1cc(=O)[nH]c2ccccc12 (stereo not given),i,0.9,1%
Cc1ccc(S(=O)(=O)N2CCN(c3ncccn3)CC2)cc1C,i,0.8,-4%
COc1ccccc1NS(=O)(=O)c1cc(NC(=O)CN2C(=O)NC3(CCCC3)C2=O)ccc1C,i,0.6,0%
CN(CC(=O)Nc1cccc(F)c1)C(=O)Cn1c(=O)cnc2ccccc21,i,1.7,1%
O=C(CN1C(=O)c2ccccc2S1(=O)=O)NCc1c(F)cccc1F,i,1.6,-8%
Cc1ccc(S(=O)(=O)NCCC(=O)N2CCN(S(=O)(=O)c3cccc(F)c3)CC2)cc1C,i,0.6,-6%
COc1ccc(Br)cc1CN(C)C(=O)c1ccccc1OCc1c(C)noc1C,i,0.7,-8%
CC(C)Cn1c(N)c(C(=O)CSc2nc3ncc(Cl)cc3[nH]2)c(=O)n(C)c1=O,i,1.9,-6%
CCc1cc(Cn2nc(-c3ccccc3)cc2C(=O)O)on1,i,1.5,7%
COc1ccc(NC(=O)CN(C)C(=O)CSCc2ccc(C)cc2)cc1,i,1.2,-9%

# Five records drawn at random from those above:
SMILES,Myeloid diff MLP,Myeloid diff MLP GFP+ MAC1+ %,PhoP inhibition
Cc1ccc(S(=O)(=O)N2CCN(c3ncccn3)CC2)cc1C,i,0.8,-4%
Cc1ccc(S(=O)(=O)NCCC(=O)N2CCN(S(=O)(=O)c3cccc(F)c3)CC2)cc1C,i,0.6,-6%
CC(C)Cn1c(N)c(C(=O)CSc2nc3ncc(Cl)cc3[nH]2)c(=O)n(C)c1=O,i,1.9,-6%
O=C(CN1C(=O)c2ccccc2S1(=O)=O)NCc1c(F)cccc1F,i,1.6,-8%
COc1ccc(Br)cc1CN(C)C(=O)c1ccccc1OCc1c(C)noc1C,i,0.7,-8%

# Only part of the results is shown; count on the stated rates, not on these rows.
